BoNT F protease – inhibitors of Botulinum neurotoxin F light chain protease | inhibition, % at 10 µM | Multiplex microsphere protease cleavage assay, flow cytometry | hit rate 0.22% among 360,000 | AID 588497; in the data active = inhibition above about 35%, passing the limit was not always enough; inconclusive = no clear call, values can overlap the other calls; note: plate controls were buffer without enzyme for full effect and enzyme alone for no effect
BioA inh – inhibitors of Mycobacterium tuberculosis BioA enzyme; purified M. tuberculosis BioA enzyme, plate reader; inhibition, % at 9.99 µM; hit rate 0.096% among 360,000; AID 602481; in the data active = inhibition above about 40%; inconclusive = no clear call, values can overlap the other calls
MazEF act – MazEF (E. coli) toxin RNase activation; hit rate 0.32% among 350,000; FAM/BHQ RNA-DNA oligo cleavage fluorescence, 5 h; P0AE70; activation, % at 20 µM; AID 504720; in the data active = activation above about 50%
Target sequence (P0AE70 whole entry, looked up): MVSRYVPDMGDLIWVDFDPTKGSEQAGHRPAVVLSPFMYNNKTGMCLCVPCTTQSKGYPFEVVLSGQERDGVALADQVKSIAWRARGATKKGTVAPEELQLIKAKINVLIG
Rv3671c protease – inhibitors of M. tuberculosis serine protease Rv3671c. hit rate 0.048% among 320,000. AID 2606. inhibition, % at 5.96 µM; in the data active = inhibition above about 38%;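 note: extracellular domain of Rv3671c used as enzyme; 0% = enzyme with DMSO and 100% = no enzyme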
FadD28 FP inh – blocks FadD28 binding to the bisubstrate probe; fluorescence polarization; inhibition, % at 12.5 µM; hit rate 0.22% among 360,000; in the data active = inhibition above about 8.5%, passing the limit was not always enough; inconclusive = no clear call, values can overlap the other calls
GDH-TPI counter – inhibits GDH-TPI coupling enzymes, artifact for Mtb FBA screen; inhibition, % at 4.8 µM; hit rate 1.2% among 360,000; GDH-TPI coupled enzyme counterscreen, NADH absorbance; in the data active = inhibition above about 30%;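 note: 0% = DMSO wells and 100% = wells lacking the enzyme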
PrPC TRFRET – cell surface PrPC inhibition, primary TR-FRET screen | AID 720596 | inhibition, % at 13.8 µM | TR-FRET read-out | hit rate 0.43% among 370,000; in the data active = inhibition above about 24%; note: 0% = median of the test wells and 100% = reference compound wells
FBA Mtb inh – Mtb fructose-bisphosphate aldolase inhibition; P9WQA3; purified M. tuberculosis FBA, fluorescence read-out; inhibition, % at 1 µM; hit rate 2.3% among 360,000; AID 588726; in the data active = inhibition above about 27%;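 note: 0% = vehicle and 100% = reference inhibitor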
Target sequence (P9WQA3 whole entry, looked up): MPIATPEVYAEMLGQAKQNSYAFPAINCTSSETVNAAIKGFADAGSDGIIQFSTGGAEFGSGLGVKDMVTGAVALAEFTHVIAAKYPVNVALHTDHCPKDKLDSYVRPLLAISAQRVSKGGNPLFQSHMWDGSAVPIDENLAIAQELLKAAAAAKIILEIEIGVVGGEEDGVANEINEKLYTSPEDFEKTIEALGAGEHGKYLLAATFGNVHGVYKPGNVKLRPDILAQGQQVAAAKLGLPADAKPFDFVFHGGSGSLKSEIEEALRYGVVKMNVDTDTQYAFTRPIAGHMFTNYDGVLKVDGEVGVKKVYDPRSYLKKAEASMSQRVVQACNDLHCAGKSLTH
UGM FP inh – Mtb UDP-galactopyranose mutase inhibition; purified UGM, fluorescence polarization probe displacement; inhibition, % at 10 µM; hit rate 0.06% among 320,000; AID 504406; in the data active = inhibition above about 10%, passing the limit was not always enough; inconclusive = no clear call, values can overlap the other calls
Target sequence (P9WIQ1 whole entry, looked up): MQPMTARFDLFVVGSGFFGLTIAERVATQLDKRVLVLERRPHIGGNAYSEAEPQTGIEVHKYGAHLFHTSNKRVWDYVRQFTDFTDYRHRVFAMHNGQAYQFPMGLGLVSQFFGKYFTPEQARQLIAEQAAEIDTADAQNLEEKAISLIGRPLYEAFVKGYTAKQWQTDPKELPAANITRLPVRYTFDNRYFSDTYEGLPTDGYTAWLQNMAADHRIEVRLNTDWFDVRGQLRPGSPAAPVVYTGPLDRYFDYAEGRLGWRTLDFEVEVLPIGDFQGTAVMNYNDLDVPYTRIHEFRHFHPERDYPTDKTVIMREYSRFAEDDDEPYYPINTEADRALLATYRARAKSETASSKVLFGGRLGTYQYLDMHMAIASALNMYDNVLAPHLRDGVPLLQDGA
An asterisk follows results filed as active; ? = inconclusive; . = not tested or not shown.

#	SMILES	BioA inh	FBA Mtb inh	Rv3671c protease	UGM FP inh	BoNT F protease
1	CCN(CC(=O)Nc1ccc2c(c1)OCCO2)CC(=O)Nc1ccc(C)c([N+](=O)[O-])c1	0.7	-2	2	-2.8	-3
2	COc1ccc(-n2c(Cn3c(=O)sc4ccccc43)nnc2SC)cc1	-5.2	5	7	0.7	0
3	CC(C)(C)NCCC(O)c1cc(C(F)(F)F)nc2c(C(F)(F)F)cccc12 (stereo unspecified)	.	0	.	.	-13
4	CC(C)(C)c1ccc(/C=C/C(=O)Nc2ccncc2)cc1	.	0	-21	-0.4	-7
5	O=C(Cc1c(F)cccc1Cl)NNC(=O)c1ccco1	-1.3	-1	4	1.4	-3
6	O=C(COC(=O)/C=C/c1ccc(OC(F)F)cc1)Nc1ccc(N2CCOCC2)cc1	.	-1	-7	3.7	2
7	O=C(NC(=S)Nc1ccc(Cc2ccncc2)cc1)c1ccccc1F	.	5	0	2.1	-4
8	COC(=O)c1c(C(C)=O)cnc2ccc(Br)cc12	0.2	-1	5	4.5	0

#	FadD28 FP inh	GDH-TPI counter	MazEF act	PrPC TRFRET
1	0.0	13	6	-10
2	4.0	-4	6	6
3	-10	0	28	-13
4	-7.8	15	3	9
5	-3.5	-1	-1	-11
6	0.3	9	-4	-7
7	4.2	9	2	10
8	-0.3	20	-6	-7

Next section
#	SMILES	BioA inh	FBA Mtb inh	Rv3671c protease	UGM FP inh	BoNT F protease
9	O=c1ccc(/C=C/c2ccccc2)nn1Cc1ccc(Cl)cc1Cl	.	0	-2	-0.3	9
10	COc1ccc(S(=O)(=O)Cc2ccc(C(=O)N3CCC(C(N)=O)CC3)o2)cc1	-0.2	2	9	-0.6	4
11	CCOCCc1nnc(NC(=O)CCC2CCCCC2)s1	5.8	-5	9	-0.5	?
12	CCCC(=O)N(Cc1cc2cc(OC)ccc2[nH]c1=O)c1ccccc1OC	0.0	10	.	.	0
13	CC(=O)Nc1cccc2c1C(=O)NC2=O	1.8	28*	-3	4.1	-11
14	C/C(CC(=O)NCCc1ccccc1)=N\NC(=O)COc1ccc(Br)cc1	1.0	0	-5	3.1	0
15	O=C(NCC1CCCO1)c1onc(CSc2cccc(Cl)c2)c1C(=O)O (stereo unspecified)	-1.5	3	3	2.6	-3
16	Cc1ccc(C2=NCCn3c2c2ccccc2[n+]3[O-])cc1	0.6	2	-7	0.8	-1

#	FadD28 FP inh	GDH-TPI counter	MazEF act	PrPC TRFRET
9	-1.4	3	-2	4
10	2.1	2	2	-8
11	-3.1	-19	9	0
12	-0.3	5	-8	-2
13	-1.0	2	7	0
14	-8.0	-3	-19	3
15	-1.1	11	2	-8
16	-1.1	16	6	-11

Continued; it opens with the seven that closed the last part.
#	SMILES	BioA inh	FBA Mtb inh	Rv3671c protease	UGM FP inh	BoNT F protease
10	COc1ccc(S(=O)(=O)Cc2ccc(C(=O)N3CCC(C(N)=O)CC3)o2)cc1	-0.2	2	9	-0.6	4
11	CCOCCc1nnc(NC(=O)CCC2CCCCC2)s1	5.8	-5	9	-0.5	?
12	CCCC(=O)N(Cc1cc2cc(OC)ccc2[nH]c1=O)c1ccccc1OC	0.0	10	.	.	0
13	CC(=O)Nc1cccc2c1C(=O)NC2=O	1.8	28*	-3	4.1	-11
14	C/C(CC(=O)NCCc1ccccc1)=N\NC(=O)COc1ccc(Br)cc1	1.0	0	-5	3.1	0
15	O=C(NCC1CCCO1)c1onc(CSc2cccc(Cl)c2)c1C(=O)O (stereo unspecified)	-1.5	3	3	2.6	-3
16	Cc1ccc(C2=NCCn3c2c2ccccc2[n+]3[O-])cc1	0.6	2	-7	0.8	-1
17	O=C(N/N=C/c1cc([N+](=O)[O-])ccc1O)NC12CC3CC(CC(C3)C1)C2	.	-3	52*	1.1	-7
18	Cc1cccc(C)c1NC(=O)CN(C)S(=O)(=O)c1ccc(-c2ccc(=O)[nH]n2)s1	-2.5	-2	-26	5.0	-2
19	O=C(NCc1ccc(F)cc1)c1ccc[nH]1	.	-9	-7	-0.1	1
20	O=C(NCc1ccc(F)cc1)c1cccc2c1C(=O)N(Cc1cccnc1)C2	-2.3	-2	7	5.4	-6
21	Cc1ccc(CC2SC(=Nc3ccccc3)N(c3ccccc3)C2=O)cc1 (stereo unspecified)	0.0	-4	-12	-2.0	-6
22	CCCCCCCCNCCS(=O)(=O)NCc1ccccc1	9.5	-5	.	.	-17
23	COc1cc(OC)cc(C(=O)Nc2ccc(-c3nc4ccccc4o3)c(O)c2)c1	-1.1	38*	-22	2.9	-8
24	CCOC(=O)C1=NNC(C(=O)O)C1c1ccccc1 (stereo unspecified)	.	4	.	.	-3

#	FadD28 FP inh	GDH-TPI counter	MazEF act	PrPC TRFRET
10	2.1	2	2	-8
11	-3.1	-19	9	0
12	-0.3	5	-8	-2
13	-1.0	2	7	0
14	-8.0	-3	-19	3
15	-1.1	11	2	-8
16	-1.1	16	6	-11
17	-1.3	19	2	0
18	-6.3	4	-3	-8
19	-3.8	-10	-4	3
20	0.9	2	0	4
21	-1.9	-9	-12	12
22	-2.5	-5	7	-9
23	-3.6	31*	-12	.
24	0.4	16	6	8

Going on with the list:
#	SMILES	BioA inh	FBA Mtb inh	Rv3671c protease	UGM FP inh	BoNT F protease
25	CN(C)S(=O)(=O)c1ccc(C(=O)Nc2ccc(CN3CCCC3)cc2)cc1	2.1	2	-2	-1.8	.
26	Cc1cc(C)c2c(=O)n(CC(=O)Nc3cccc(Cl)c3C)sc2n1	-1.2	-1	-1	1.1	3
27	CCc1ccc(S(=O)(=O)NCc2ccc(N3CCN(C)CC3)cc2)cc1	-0.3	1	6	1.1	?
28	COc1cc(-c2nc3ccc4ccccc4c3c3c2CCC3)cc(OC)c1OC	-0.6	2	-4	-1.0	0
29	COc1cc(C(=O)NNC(=O)CSc2nnc3ccccn23)cc(OC)c1OC	1.2	0	2	-1.0	4
30	COc1cccc(-c2nn(-c3ccccc3)cc2C(=O)O)c1	-0.2	3	5	1.7	-4
31	O=c1c(S(=O)(=O)c2ccc(Cl)cc2)cn(Cc2ccccc2)c2ccc(F)cc12	.	-2	-4	3.9	-8
32	C[C@]12CCC3C(CC[C@H]4C[C@H](O)CC[C@]34C)C1[C@@H](O)[C@@H](O)[C@@H]2O (stereo partly specified)	-0.2	-5	2	0.6	-29

#	FadD28 FP inh	GDH-TPI counter	MazEF act	PrPC TRFRET
25	-0.9	3	-1	-9
26	-1.2	1	-68	-3
27	-1.0	-4	0	-1
28	-1.3	0	-1	-4
29	-1.8	12	5	-4
30	-1.5	-4	4	4
31	-1.8	3	-3	5
32	-1.3	4	-3	5

Further compounds.
#	SMILES	BioA inh	FBA Mtb inh	Rv3671c protease	UGM FP inh	BoNT F protease
33	CN(C)CC(C)(C)CNC(C(=O)Nc1ccc(Cl)cc1C(F)(F)F)c1ccccc1 (stereo unspecified)	0.7	-1	5	-5.8	-3
34	COc1ccc(C)cc1Cn1nnc2ccccc21	2.0	2	-8	2.9	-3
35	Cc1ccnc(NC(=O)c2sc3cc(Cl)ccc3c2Cl)c1	.	0	-1	-0.5	-3
36	O=C(C1CCN(S(=O)(=O)c2cccnc2)CC1)N1CCCCC1	.	-1	6	1.1	0
37	CC(C)(C)S(=O)N1Cc2cc(C(=O)NCC(F)(F)F)nc(-c3cccc(-c4cccc(F)c4)c3)c2[C@H]1CCO (stereo partly specified)	-3.9	-1	.	.	-10
38	CCCc1cc(=O)oc2cc(OCC(=O)N3CCC(C(N)=O)CC3)ccc12	0.0	26	-3	-1.0	6
39	COC(=O)c1ccc(NC(=O)C2CCCN(S(=O)(=O)c3cnc[nH]3)C2)cc1 (stereo unspecified)	-0.9	2	-2	1.5	1
40	O=C(Nc1ccc([N+](=O)[O-])cc1)c1ccccc1F	-1.0	-2	-7	-2.0	-5

#	FadD28 FP inh	GDH-TPI counter	MazEF act	PrPC TRFRET
33	-0.8	3	7	-4
34	-0.2	9	2	-1
35	-1.7	2	-84	1
36	-2.3	-3	3	-1
37	-6.3	.	.	3
38	0.4	11	-5	0
39	-0.6	-8	10	-4
40	-0.1	21	-21	-9

Later entries.
#	SMILES	BioA inh	FBA Mtb inh	Rv3671c protease	UGM FP inh	BoNT F protease
41	CCCCC(=O)N/N=C/c1c(O)n(C2CC2)c(=S)[nH]c1=O	.	2	-11	1.8	-10
42	COc1ccc(CCNC(=O)c2ccc(Cl)c(S(=O)(=O)N3CCCC3)c2)cc1	2.3	-4	7	.	5
43	O=c1c2ccccc2nc(-c2ccc(-c3ccccc3)cc2)n1-c1ccncc1	1.6	-2	-9	2.0	-3
44	COc1cc(OC)c2c(-c3ccccc3)cc(=O)oc2c1C(CCN1CCCCC1)c1ccc2c(c1)OCO2 (stereo unspecified)	-0.9	-2	-7	0.5	-15
45	O=C(Cc1ccccc1[N+](=O)[O-])N1CCN(c2ccc(F)cc2)CC1	.	2	0	0.5	4
46	C/C(=N\OC(=O)Nc1ccc(Cl)cc1)c1ncc(C(F)(F)F)cc1N1CCOCC1	2.2	-1	-1	3.6	0
47	O=C(NCc1ccc2c(c1)OCO2)Nc1ccc2nsnc2c1	.	3	0	-0.3	-7
48	O=C(NC1CCCCCC1)c1cc(S(=O)(=O)N2CCCCC2)ccc1N1CCOCC1	0.3	1	-1	1.9	-7

#	FadD28 FP inh	GDH-TPI counter	MazEF act	PrPC TRFRET
41	-2.4	-5	-4	4
42	0.8	2	1	5
43	-7.4	1	1	4
44	-4.5	12	3	-14
45	0.2	5	9	-19
46	-2.8	0	-1	8
47	-0.1	1	5	-28
48	-1.9	-3	-1	10

(cont.)
#	SMILES	BioA inh	FBA Mtb inh	Rv3671c protease	UGM FP inh	BoNT F protease
49	Nc1nnc(CCS(=O)(=O)c2ccc(Br)cc2)s1	0.6	5	7	3.2	-1
50	Cc1cccc(-c2noc(CNC(=O)c3ccoc3C)n2)c1	-2.5	1	-11	1.6	3
51	Cc1ccc(-c2nnc(-c3ccccc3S(=O)(=O)Cc3ccc(Cl)cc3)o2)cc1	-2.6	8	-9	-0.9	-14
52	NS(=O)(=O)c1ccc(CCNC(=O)CSc2nc3ccsc3c(=O)n2Cc2ccccn2)cc1	21	-3	.	.	5
53	OCCN(Cc1ccccc1)Cc1nc(CC2CC2)no1	-1.6	2	6	-0.1	-7
54	CCC(=O)NCCc1nc2ccccc2n1Cc1ccc(C)cc1	1.3	-2	6	0.9	24
55	O=C1NC(c2ccccc2)=CC(c2ccccc2)N1 (stereo unspecified)	-0.5	5	-1	2.0	2
56	O=C(NCCCN1CCOCC1)c1cc(-c2ccc(Cl)c(Cl)c2)on1	-0.8	1	4	-1.0	-4

#	FadD28 FP inh	GDH-TPI counter	MazEF act	PrPC TRFRET
49	-2.3	0	3	-6
50	-3.1	5	-16	0
51	-1.6	8	-11	3
52	-1.1	0	1	-10
53	-1.4	9	2	1
54	-2.6	-8	13	-9
55	-3.9	-12	0	3
56	-1.3	8	2	1

(cont.)
#	SMILES	BioA inh	FBA Mtb inh	Rv3671c protease	UGM FP inh	BoNT F protease
57	CCOC(=O)[C@H](CCc1ccccc1)N[C@@H](C)C(=O)N1CCC[C@@H]1C(=O)O	-2.4	3	-2	-5.3	-34
58	Cc1cc2ccccc2nc1Br	.	0	-11	0.2	-27
59	CC(=O)OC[C@@H]1CN(Cc2ccccc2)C[C@H](n2cnc3c(NC4CC4)ncnc32)O1	0.3	2	.	.	-2
60	CC(C)NS(=O)(=O)c1ccc(CCC(=O)NCc2cccnc2)cc1	-1.0	3	-13	1.0	-22
61	O=C(NC1CCCc2c1cnn2-c1ccccc1F)c1ccccc1N1CCOCC1 (stereo unspecified)	8.9	3	4	-1.4	12
62	O=C1C(N2CCOCC2)=C(n2nnc3ccccc32)C(=O)c2ccccc21	3.9	1	-87	-1.1	-32
63	Cc1cc(C)n(-c2ccc(C(=O)N3CCc4ccccc43)cc2)n1	0.6	3	1	1.3	10
64	CCOC(=O)c1nnn(-c2nonc2N)c1-c1ccccc1	0.7	0	-4	-0.9	1
65	C=CCOC(=O)C1=C(C)N=C2SCCC(=O)N2C1/C=C/c1ccccc1 (stereo unspecified)	.	-1	-7	2.9	-1
66	O=C(NCc1cccnc1)C(=O)NCC(c1ccco1)N1CCN(c2ccc(F)cc2)CC1 (stereo unspecified)	0.2	2	9	-1.3	22

#	FadD28 FP inh	GDH-TPI counter	MazEF act	PrPC TRFRET
57	-1.2	1	-4	0
58	-1.4	7	-12	-5
59	-0.9	-6	.	-7
60	-1.4	8	3	1
61	0.5	7	-1	5
62	0.1	14	2	-11
63	1.8	7	3	0
64	-5.3	-12	-2	1
65	-2.0	3	1	6
66	-2.6	7	2	5

From PubChem BioAssay

The order is random (roughly 4.8% active in at least one column).
